High-throughput results from PubChem BioAssay.
DRD3 agonist = qHTS of D3 Dopamine Receptor Agonist: qHTS | D3R DiscoveRx beta-arrestin cells, luminescence, 90 min | max activation, % | 0.58% of 410,000 active | AID 652048, 2013; in the data active = max activation above about 30%; also: 0% is about no effect; mostly tested at two doses, the higher about 12 µM
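Agonist mode: compounds and dopamine controls were applied to plated cells for 90 min at 37 degrees C after an overnight attachment at 1500 cells/well. Luminescent read-out followed 30 - 60 minutes at room temperature with DiscoveRx detection reagent.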
GLP1R ag = qHTS of GLP-1 Receptor Agonists. 0.007% of 380,000 active. Potency, µM (highest dose often 45.6 µM), without a hit: top-dose activation, hits mostly activators. Glucagon-like peptide 1 receptor (Homo sapiens), P43220. HEK293 GLP-1R CRE-luciferase, luminescence, 4-6 h; cells express a hypersensitive GLP-1R form; also: potency is read from the fitted curve at half-maximal effect; % of control where 0% means no effect
Target sequence (P43220 whole entry, looked up): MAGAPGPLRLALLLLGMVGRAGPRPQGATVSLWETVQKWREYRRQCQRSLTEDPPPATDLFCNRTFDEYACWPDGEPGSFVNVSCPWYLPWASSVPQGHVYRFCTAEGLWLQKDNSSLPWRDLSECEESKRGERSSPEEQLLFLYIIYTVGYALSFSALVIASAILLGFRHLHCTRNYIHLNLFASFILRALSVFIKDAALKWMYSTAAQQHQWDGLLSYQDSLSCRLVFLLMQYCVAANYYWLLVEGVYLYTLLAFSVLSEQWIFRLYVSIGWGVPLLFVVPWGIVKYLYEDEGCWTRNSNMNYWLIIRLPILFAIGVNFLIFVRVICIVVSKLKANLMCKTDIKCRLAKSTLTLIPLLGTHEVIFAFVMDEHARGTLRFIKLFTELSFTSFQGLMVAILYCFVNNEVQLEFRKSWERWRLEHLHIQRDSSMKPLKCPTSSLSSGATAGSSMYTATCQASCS
KB-V1 cytotox = qHTS assay for MDR1-selective chemotherapeutics: Primary screen using the drug-selected MDR subline cells KB-V1. KB-V1 MDR cells viability, CellTiter-Glo, 72 h. Potency, µM (highest dose often 46.1 µM), for the others: at the top dose activity change, negative = cytotoxicity, hits mostly cytotoxic. 3.4% of 400,000 active; also: potency is read from the fitted curve at half-maximal effect; % is scaled to controls: 0 for no effect and ±100 for the full control effect; nearly all actives have a fitted effect of over 60% in size
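KB-V1, DMEM (no phenol red) + 10% FBS; cpd pin-transferred, titration series; 72 h, 37 degrees C; CellTiter-Glo, luminescence. Data normalized, curve-fit.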
PTHR1 agonist = qHTS for PTHR1 Agonists: Primary Screen. Parathyroid hormone/parathyroid hormone-related peptide receptor (Homo sapiens), Q03431. HEK293 GP2 PTHR1 cells, GloSensor cAMP luminescence, 1 h. Potency, µM (doses to about 115 µM), inactives show at the highest dose activation, most hits filed as activators. 0.075% of 410,000 active. AID 743266, 2014; also: potency is read from the fitted curve at half-maximal effect; nearly all actives have a fitted effect of over 55% in size; some results filed as inactive show a strong effect at the top dose; inactives centre near -15; many of its hits are not listed in these tables
Target sequence (Q03431 whole entry, looked up): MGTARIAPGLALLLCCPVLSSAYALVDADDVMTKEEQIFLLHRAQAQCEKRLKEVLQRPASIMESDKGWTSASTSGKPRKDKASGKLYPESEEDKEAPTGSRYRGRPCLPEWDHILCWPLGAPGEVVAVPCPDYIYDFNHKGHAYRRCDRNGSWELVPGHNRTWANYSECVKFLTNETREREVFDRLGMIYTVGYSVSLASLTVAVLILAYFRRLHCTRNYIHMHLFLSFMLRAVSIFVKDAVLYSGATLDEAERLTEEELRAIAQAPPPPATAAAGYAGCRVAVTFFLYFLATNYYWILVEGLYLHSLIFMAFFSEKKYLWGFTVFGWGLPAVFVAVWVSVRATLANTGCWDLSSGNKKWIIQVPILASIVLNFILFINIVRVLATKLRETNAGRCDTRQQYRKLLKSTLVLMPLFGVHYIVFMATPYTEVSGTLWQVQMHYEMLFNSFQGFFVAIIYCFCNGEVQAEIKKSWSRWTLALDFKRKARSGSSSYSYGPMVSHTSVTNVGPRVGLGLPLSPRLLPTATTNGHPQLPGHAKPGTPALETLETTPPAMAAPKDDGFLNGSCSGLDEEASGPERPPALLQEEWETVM
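HEK-293-derived GP2 cells expressing PTHR1 and a GloSensor cAMP reporter, 3,000/well, plated overnight, given luciferin plus IBMX (each 0.5 mM as added) for 1 h at 37 °C, then compound for 1 h at 37 °C. Luminescence was read after 15 min at room temperature.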
DRD3 antagonist = qHTS of D3 Dopamine Receptor Antagonist: qHTS. D(3) dopamine receptor (Homo sapiens), P35462. D3R cells, DiscoveRx beta-arrestin luminescence, antagonist mode; active compounds read low. max response, negative = inhibition, %. 2.5% of 360,000 active; in the data active = max response below about -50%; inconclusive = no clear call, values can overlap the other calls; also: % is scaled to controls: 0 for no effect and ±100 for the full control effect; mostly tested at two doses, the higher about 12 µM
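Cells expressing the human receptor were seeded at 1500 cells/well, incubated overnight at 37 degrees C in 5% CO2, then exposed to library compounds with dopamine controls for 90 minutes at 37 degrees C before luminescent detection.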
aSyn yeast inh = qHTS of alpha-syn Inhibitors; 0.14% of 370,000 active; Yeast expressing alpha-synuclein, growth rescue, BacTiter-Glo, 24 h; Potency, µM (highest dose often 46.1 µM), without a hit: at the top dose growth rescue (activation), most hits filed as activators; also: potency is read from the fitted curve at half-maximal effect; % of control where 0% means no effect; nearly all actives have a fitted effect of over 65% in size
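Rescue of yeast growth: cells expressing toxic alpha-synuclein, induced in galactose at OD600 0.02, incubated with compound 24 h at 30 C. ATP luminescence quantified growth; inhibitors of toxicity appear as activators.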
HEK293 tox = qHTS of GLP-1 Receptor Inverse Agonists: Cytotox Screen. HEK293 cAMP-luciferase reporter cells, luminescence, 24 h. Potency, µM (top dose mostly 38.3 µM), for inactives: top-dose activity change, negative = inhibition, actives largely listed as inhibitors. 0.13% of 410,000 active. AID 624418, 2012;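 also: loss of luciferase light is scored as toxicity; potency is read from the fitted curve at half-maximal effect; % is scaled to controls: 0 for no effect and ±100 for the full control effect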
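1536-well qHTS counterscreen of the MLSMR; 200 cells/uL, 12 h pre-incubation, 23 nL cpd, 24 h at 37 deg C 5% CO2, luciferase detection reagent, 12 min RT, luminescence. Inhibition = undesired.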
GLP1R inv ag = qHTS of GLP-1 Receptor Inverse Agonists (Inhibition Mode); AID 624417, 2012; HEK293 GLP-1R CRE-luciferase, luminescence, 24 h; GLP-1R form is constitutively active; Glucagon-like peptide 1 receptor (Homo sapiens), P43220; 1.6% of 410,000 active; Potency, µM (series often up to 38.3 µM), for inactives: top-dose activity change, negative = inhibition, actives largely listed as inhibitors; also: potency is read from the fitted curve at half-maximal effect; % is scaled to controls: 0 for no effect and ±100 for the full control effect; nearly all actives have a fitted effect of over 55% in size
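Stable HEK293 clone (constitutively active GLP-1R + cAMP-response luciferase); 200 cells/uL plated, 12 h pre-culture, compound 24 hr, 37 deg C/5% CO2; detection reagent 12 min RT; luminescence.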
TDP-43 yeast inh = qHTS of TDP-43 Inhibitors; TDP-43 expressing yeast growth rescue, BacTiter-Glo, 24 h; 1.8% of 410,000 active; Potency, µM (doses to about 46.1 µM), inactives show at the top dose growth rescue (activation), actives largely listed as activators; also: potency is read from the fitted curve at half-maximal effect; % of control where 0% means no effect; nearly all actives have a fitted effect of over 50% in size
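Readout is BacTiter-Glo luminescence of cell growth, so inhibitors register as activators. TDP-43-expressing yeast at OD600=0.02 in galactose medium, after raffinose pregrowth to mid-log, were incubated with compound for 24 hr at 30 deg C.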
The depositor's hits bear a star; i = inactive; u = inconclusive; x = not tested or not shown; & = joins results of further samples; [ ] = dose if it differs, or a comment. Unless noted, calls follow the shape of the dose curve; as a rule, active = well fitted curve in the direction sought with a large enough effect; inconclusive = small, poorly fitted or top-dose-only effect, or another doubt; inactive = no such curve, though single readings can be large; an effect the other way counts as inactive or inconclusive. Only part of the results is shown (hit frequency here may not be typical).

SMILES	DRD3 agonist	GLP1R ag	KB-V1 cytotox	PTHR1 agonist	DRD3 antagonist	aSyn yeast inh	HEK293 tox	GLP1R inv ag	TDP-43 yeast inh
CNc1nc(N)nc(OC(C(F)(F)F)C(F)(F)F)n1	4	1%	0%	-6%	1	-1%	3%	1%	2%
Cc1cccc(N2C(=O)C(CC(=O)Nc3ccc(Cl)cc3)N(Cc3ccco3)C2=O)c1 (stereo unspecified)	4	x	x	i	x	x	-5%	u	1%
Cc1cccc(-c2noc(CNC(=O)c3ccc4c(c3)OCO4)n2)c1	0	12%	u	i	3	3%	-10%	u	1%
O=C(NC1CCCCC1)c1ccc(CSc2nc3cccnc3n2Cc2ccccc2F)cc1	-1	x	-20%	-14%	x	x	1%	-2%	-4%
COc1ccccc1C(=O)NC(=O)COC(=O)C1CC2CCCC(C1)C2=O (stereo unspecified)	-1	-7%	33%	-24%	-17	8%	2%	6%	5%
CCCOc1ccc(C(CC(=O)O)NC(=O)c2sc3ccccc3c2Cl)cc1 (stereo unspecified)	1	3%	4%	3%	-21	8%	20%	0%	-4%
CCCn1nc(C(=O)OCC(=O)NC(C)c2ccccc2)c2ccccc2c1=O (stereo unspecified)	-7	2%	0%	-24%	-13	1%	17%	15%	-8%
CCc1nc(SCC(=O)Nc2nnc(CC)s2)c2c(C)c(C)sc2n1	2	-1%	-27%	-7%[57.5 µM]	22	3%	-4%	-12%	1%
Cn1cc(S(=O)(=O)c2ccccc2)c(=O)c2cc(F)c(N3CCCCCC3)cc21	-8	x	-6%	-73%[inhibitor]	x	x	-9%	-9%	2%
Cc1cccc(COc2ncnc3nc[nH]c23)c1	-3	4%	-6%	-22%	7	1%	-8%	-19%	-22%
Nc1[nH]c(=S)nc2nc(-c3ccccc3)c(-c3ccccc3)nc12	3	11%	-19%	-32%[inhibitor]	-1	3%	u	103%[activator]	u
CCCNC(=O)C1CCN(C(=O)N2CC(C)Oc3ccccc32)CC1 (stereo unspecified)	9	x	15%	-16%	x	x	0%	8%	1%
Cc1nn(-c2ccccc2)c(N)c1C1(O)C(=O)Nc2ccc([N+](=O)[O-])cc21 (stereo unspecified)	-4	5%	16%	-6%	12	4%	-3%	10%	17%
CN(C)CCOC(=O)CCc1ccccc1	-8	1%	21%	-14%[57.5 µM]	0	16%	6%	27%	-9%
CCOc1ccc(NC(=O)c2cc3c(-c4ccccc4F)nn(C)c3s2)cc1	5	x	-12%	i	x	x	-15%	8%	8%
CCCCN(C(=O)CCC(=O)Nc1cc(C)on1)C(C(=O)NC1CCCC1)c1ccc(OCC)cc1 (stereo unspecified)	2	15%	-20%	-6%	4	1%	1%	u	-2%
O=C(COC(=O)c1cccnc1Nc1cccc(C(F)(F)F)c1)NCCN1C(=O)CSC1=O	-8	11%	-16%	-96%[inhibitor]	28	9%	0%	u	6%
COc1ccc(N2CC(C)Cn3c2nc2c3c(=O)n(Cc3ccccc3F)c(=O)n2C)c(OC)c1 (stereo unspecified)	-2	1%	-6%	-2%	u	2%	-37%	u	5%
CCOc1ccc2c(c1)NC(c1cccs1)=NC(c1ccc(F)cc1)=N2	-1	x	0%	-5%	x	x	-5%	u	19%
CN(Cc1cc2ccccc2[nH]c1=O)C(=O)c1cccs1	5	10%	-1%	-11%	-20	1%	-2%	15%	-18%[9.22 µM]
Cc1ccc(C2=NS(=O)(=O)N(C)C(C(=O)Nc3ccc4c(c3)OCO4)=C2)cc1	-12	-7%	3%	-38%	-6	-7%	-9%	u	9%
O=C(C1CCCN1S(=O)(=O)c1cccc2cccnc12)N1CCc2ccccc21 (stereo unspecified)	-1	-2%	13%	-11%	4	-19%	7%	-10%	7%
CC(C)CCCCCCCCCCCCC(=O)NCC(=O)NC1C(C)OC(Nc2ncnc3nc[nH]c23)C(O)C1O (stereo unspecified)	13	-9%	u	-18%	-10	1%	-17%	-66%	u
CC(=O)NC(c1ccc(F)cc1)c1cccnc1 (stereo unspecified)	1	27%	23%	-13%[57.5 µM]	-9	-6%	14%	0%	-8%
Cc1cccc(NCc2nnc3n2CCCCC3)c1C	-3	8%	28%	i	x	u	2%	3%	14%

Next compounds:
SMILES	DRD3 agonist	GLP1R ag	KB-V1 cytotox	PTHR1 agonist	DRD3 antagonist	aSyn yeast inh	HEK293 tox	GLP1R inv ag	TDP-43 yeast inh
CCCS(=O)(=O)c1nc(S(=O)(=O)c2ccc(C)cc2)c(NCCCN2CCCC2=O)s1	2	-2%	-2%	i	10	-6%	-5%	11%	-11%
COc1ccc(-c2c(Sc3ccccc3)c3cc(-c4ccc5c(c4)OCO5)ccc3n2C)cc1	4	-7%	10%	-4%	2	-14%	6%	21%	u
COc1ccccc1N1CCN(C(=O)c2ccc3[nH]c(C)c(C)c3c2)CC1	-12	14%	4.6µM*	i	-24	15%	-26%	u	19%
C[C@@H]1NC(=O)c2cc([N+](=O)[O-])cc(F)c2NCCC[C@@H](C(N)=O)NC(=O)[C@H](CC(N)=O)NC1=O	7	-9%	u	i	-8	-1%	3%	7%	19%
c1ccc(-c2noc(C34CC5CC(CC(C5)C3)C4)n2)nc1	0	8%	0%	i	10	1%	-15%	u	21%
COc1ccc(CN2C(=O)c3ccccc3C2c2nnnn2Cc2ccccc2)cc1 (stereo unspecified)	5	14%	u	-22%	9	6%	0%	21%	u
CC(C)(C)OC(=O)CNC(=O)c1[nH]cnc1C(=O)N[C@@H](Cc1ccccc1)C(=O)OC(C)(C)C	-3	5%	u	i	-1	1%	-8%	u	2%
CC1=C(C(=O)N2CCOCC2)CC(CC(=O)NC2CC2)C(=O)N1Cc1ccccc1 (stereo unspecified)	0	-4%	u	-5%	-25	1%	-15%	6%	-1%
O=C(NCCc1ccc(F)cc1)c1cccc(NC(=O)c2ccccc2)c1	-7	15%	-10%	-10%	-7	0%	-16%	u	17%
Cc1[nH]c(=O)nc(NN=Cc2ccc(Cl)cc2)c1C(=O)Nc1ccc(Cl)cc1	4	0%	0%	i	0	-10%	-4%	14%	14%
CCOC(=O)c1ccc(NC(=O)COc2coc(CN3CCc4ccccc43)cc2=O)cc1	10	-15%	20%	-10%	3	-1%	8%	7%	13%
CCC(C)NC(=O)c1c(C)oc2ncn(CC(C)C)c(=O)c12 (stereo unspecified)	5	x	5%	i	x	x	1%	0%	25%
CCCCC(=O)Nc1nnc(S(=O)(=O)N2CCCCCC2)s1	5&-1	-4%	14%&-4%	i	4	2%	-3%&3%	-7%&4%	7%&16%
CCOC(=O)C1CCN(Cc2c(O)ccc3ccccc23)CC1	-15	7%	-6%	i	-19	1%	4%	0%	6%
COCCCNC(=O)CCCOc1ccccc1	10	0%	12%	i	-8	2%	1%	-5%	-4%
COc1ccc(NC(=O)c2cn(CCC#N)nc2-c2cc3ccccc3o2)cc1	5	18%	0%	-41%[inhibitor]	-1	0%	-13%	-11%	12%
Cc1cc(=O)oc2cc(OCC(=O)OCC(=O)N3CCc4ccccc43)ccc12	5	-17%	16%	-5%[57.5 µM]	5	0%	2%	4%	-3%
CCc1ccc(NC(=O)CSC2=Nc3ccccc3C3=NC(CCC(=O)NCc4ccccc4OC)C(=O)N23)cc1 (stereo unspecified)	-19	x	-23%	i	x	x	-10%	6%	-11%
CSCCC(NC(=O)c1ccco1)C(=O)NC1CCCCCC1 (stereo unspecified)	-1	-4%	u	-7%	-13	-5%	-9%	13%	18%
O=C(CSc1nccn1Cc1ccc2c(c1)OCO2)Nc1ccccc1F	-25	x	x	-17%	x	x	1%	6%	u
CC(SCc1ccccc1)C(=O)Nc1ccccc1F (stereo unspecified)	-1	17%	29%	-3%	-11	15%	2%	-19%	18%
CCN(CC)c1ccc(NC(=O)c2cccc(OC)c2)c(C)c1	1	4%	u	i	-2	0%	u	u	-5%
COc1ccc(/C=N/OCc2ccccc2C#N)c(OC)c1	-4	5%	-9%	-25%	-19	-3%	0%	13%	13%
Cc1ccccc1N(CC(=O)NCc1ccccc1)C(=O)CCC(=O)Nc1nccs1	-6	17%	3%	i	-5	1%	-8%	-2%	-4%
Cc1cccc(N(CC(=O)N2CCOCC2)S(C)(=O)=O)c1	4	-11%	6%	-9%[57.5 µM]	21	1%	-20%	1%	-3%
CN(C(=O)CSc1nnnn1-c1ccc(O)cc1)C1CCCCC1	-2	3%	-13%	-40%[inhibitor]	-13	-10%	-12%	-28%	3%
Cc1cc(/C=N/NC(=O)CC2(C)OCCO2)c(C)n1-c1ccc(Cl)c(Cl)c1	-10	7%	-22%	i	u	4%	-24%	u	u
O=C(Nc1cccc(C(F)(F)F)c1)c1cc(-c2ccc(Cl)s2)nc2ccccc12	-4	x	8%	i	x	x	3%	15%	13%
O=C(CNC(=O)c1cccs1)N/N=C/c1ccc(O)cc1O	1	1%	24%	-3%	8	-3%	5%[7.66 µM]	-20%[7.66 µM]	-6%[9.22 µM]

As a short view, 3 of the compounds above:
SMILES	DRD3 agonist	GLP1R ag	KB-V1 cytotox	PTHR1 agonist	DRD3 antagonist	aSyn yeast inh	HEK293 tox	GLP1R inv ag	TDP-43 yeast inh
Cc1ccccc1N(CC(=O)NCc1ccccc1)C(=O)CCC(=O)Nc1nccs1	-6	17%	3%	i	-5	1%	-8%	-2%	-4%
Cc1cccc(N(CC(=O)N2CCOCC2)S(C)(=O)=O)c1	4	-11%	6%	-9%[57.5 µM]	21	1%	-20%	1%	-3%
CN(C(=O)CSc1nnnn1-c1ccc(O)cc1)C1CCCCC1	-2	3%	-13%	-40%[inhibitor]	-13	-10%	-12%	-28%	3%
